Screens deposited in PubChem by Broad Institute.
ARNT TACC3 PPI: ARNT/TACC3 interaction disruption; Q9Y6A5; AlphaScreen His-ARNT PAS-B/GST-TACC3 binding, luminescence; TACC3 fragment carries E629A point mutation; inhibition, % at 9.99 µM; 390,000 compounds, 0.66% hits;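 active = mean inhibition of replicates at least 50% and at least half of replicates each reaching 50%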;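 also: 0% = complete ARNT plus TACC3 wells and 100% = ARNT alone without TACC3; many hits fall short of the cut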
* hit, by the source's call. This is a subset; rates above refer to the full screens.

no.	structure	ARNT TACC3 PPI
1	COc1cccc2cc(C(C)N(CCCN3CCOCC3)C(=O)Nc3ccccc3)oc12 (stereo unspecified)	-2
2	COc1ccc(C(=O)CSc2nnc(COc3ccccc3)n2Cc2ccco2)cc1	-7
3	CC(C)CNC(=O)C1(N2C(=O)c3ccccc3C2=O)CCCC1	-1
4	c1ccn(-c2ccc(N3CCOCC3)cc2)c1	7
5	CO/N=C/NC(=O)NOCc1c(Cl)cccc1Cl	22
6	Cc1cc(O)cc2c1C(c1ccc(F)cc1)CC1(CC(C)(C)NC(=S)N1)O2 (stereo unspecified)	-2
7	Cc1ccc(C(=O)N/N=C/c2ccc(S(=O)(=O)O)o2)c(Cl)c1	-6
8	CCOC(=O)C1=C(C)N(C)C(=O)C1CC(=O)O (stereo unspecified)	1
9	O=C(Nc1ccccc1C(=O)N1CCOCC1)C1CC(=O)N(C2CCCC2)C1 (stereo unspecified)	0
10	CCc1nnc(NC(=O)CSc2nc3cc4c(cc3cc2C)OCCO4)s1	-2

Next structures follow:
no.	structure	ARNT TACC3 PPI
11	Cc1cccc(-c2nnc(NC(=O)c3ccc(Cl)cc3)o2)c1	3
12	O=C(CCCN1C(=O)c2ccccc2C1=O)NC1=NCCS1	8
13	O=C(Nc1ccc(NC(=O)c2cccs2)cc1)c1ccco1	-5
14	CCC(C)(C)NC(=O)C(OC(=O)c1cc2sccc2n1C)c1ccc(OC)cc1 (stereo unspecified)	-26
15	COCCCNC(=S)NC1CC2CCCC(C1)N2Cc1ccco1 (stereo unspecified)	-12
16	O=C(CCC(=O)c1ccc(Oc2ccccc2)cc1)Nc1ccc(Cl)cc1Cl	-5
17	CSc1nc(-c2ccc(Cl)cc2)nn1C(=O)c1ccco1	-9
18	CCOc1ccc(-n2c(=O)[nH]cc(C(=O)N3CCCc4ccccc43)c2=O)cc1	-6
19	CCc1nc(-c2ccccc2O)n(-c2ccccc2)n1	-4
20	COC(=O)c1cc(Br)c(=O)n(Cc2ccncc2)c1	-2

Additional structures:
no.	structure	ARNT TACC3 PPI
21	Cn1ncc2nnn(-c3ccccc3)c(=O)c21	-4
22	CCOc1ccc(NC(=O)CNC(=O)c2cn(-c3ccccc3OC)c(=O)c3ccccc23)cc1	-3
23	CCN(CC)c1ccc(/C=C(/C#N)c2nc3ccccc3[nH]2)c(OC(C)C)c1	-2
24	O=c1oc2ccccc2cc1-c1csc(Cc2nc(-c3ccc(Br)cc3)cs2)n1	-6
25	O=S(=O)(c1ccc(Cl)cc1)N1CCN(C2CCCCCC2)CC1	-3
26	CCS(=O)(=O)N1CCCC(C(=O)NCCc2ccccc2)C1 (stereo unspecified)	0
27	O=C(Cc1cc(=O)oc2cc(O)ccc12)NCC1CCC(C(=O)O)CC1 (stereo unspecified)	-12
28	C=CCSc1nc2ccccc2n1S(=O)(=O)c1ccc(C)cc1	0
29	CN(C)c1ccc(CN2CCCCC2)cc1	6
30	Cc1nc(-c2ccccc2)cc(=O)[nH]1	-3

(further entries)
no.	structure	ARNT TACC3 PPI
31	Cc1ccc(N2CCN(S(=O)(=O)c3ccc(F)c(C)c3)CC2)c(C)c1	-10
32	Cc1cc(C)nc(N(C#N)CC(=O)N(c2ccccc2)C(C)C)n1	-10
33	COCC(=O)OCn1nnc2ccccc2c1=O	0
34	O=C(NCc1ccco1)c1cccc(S(=O)(=O)N2CCOCC2)c1	-11
35	CC(=O)NC(C1C(=O)CC(C)(C)CC1=O)(C(F)(F)F)C(F)(F)F	-3
36	CCOC(=O)N1CCN(C(=O)Nc2ccc3nc(C)c(C)nc3c2)CC1	12
37	N#CCCn1c(SCC(=O)NCc2ccco2)nc2ccccc21	4
38	S=c1[nH]nc(Cc2sc(-c3ccccc3)nc2-c2ccccc2)o1	-1
39	Cc1ccccc1SCC(=O)Nc1cc(C(F)(F)F)ccc1N1CCOCC1	-9
40	COC(=O)c1nn(-c2ccccc2)c(-c2ccccc2)c1C(=O)c1ccccc1	0

More entries.
no.	structure	ARNT TACC3 PPI
41	COc1ccc(-n2c(=S)[nH]c3cc(C(=O)NCc4ccco4)ccc3c2=O)c(OC)c1	6
42	O=C(COC(=O)c1ccccc1[N+](=O)[O-])c1ccc(C2CCCCC2)cc1	1
43	Cc1nc2ccc(S(=O)(=O)NCC(=O)N3CCC(C)CC3)cc2s1	26
44	O=C(Nc1nnc(-c2ccccc2SCc2ccccc2)s1)Nc1ccccc1F	0
45	Cc1cc(C)n(-c2nncc(-c3ccccc3)n2)n1	43
46	O=C(NNC(=O)c1cc(Br)ccc1O)c1csc(N2CCOCC2)n1	-3
47	CC1CN(CC(=O)Nc2cccc(C(=O)Nc3cccc(C(F)(F)F)c3)c2)CC(C)O1 (stereo unspecified)	-3
48	COc1cccc(Nc2c(F)c(F)c(F)c(F)c2C(=O)O)c1	-9
49	c1csc(-c2nn[nH]n2)c1	20
50	COc1ccc(NC(=O)CNS(=O)(=O)c2ccc(Cl)cc2)cc1	-4

(next part)
no.	structure	ARNT TACC3 PPI
51	O=C(COc1ccc(Br)cc1Br)NC(=S)N1CCCc2ccccc21	5
52	Cc1nn(Cc2c(Cl)cccc2Cl)c(C)c1C(=O)NCc1ccc(C)n1C	3
53	O=C(NC1CCCCC1)c1ccc(Cn2cc(Br)cn2)o1	-6
54	O=C(NCc1ccc(F)cc1)c1cccc(S(=O)(=O)N2CCCC2)c1	1
55	CCN(CCCNC(=O)CCn1c(=O)[nH]c2ccccc2c1=O)c1cccc(C)c1	-1
56	CCN(CC)CCn1c(NCc2cc(OC)ccc2OC)nc2ccccc21	1
57	O=C1CN(CC(=O)N2CCCCC2)c2ccccc2O1	22
58	Cc1ccc(S(=O)(=O)Nc2ccc3ncccc3c2)cc1	3
59	O=C(Nc1ccc(F)c(F)c1)c1cccnc1	-11
60	CSCC[C@H](NC(=O)NCc1ccccc1F)C(=O)O	4

5 entries already listed, ordered by length of the SMILES, ascending.
no.	structure	ARNT TACC3 PPI
59	O=C(Nc1ccc(F)c(F)c1)c1cccnc1	-11
57	O=C1CN(CC(=O)N2CCCCC2)c2ccccc2O1	22
56	CCN(CC)CCn1c(NCc2cc(OC)ccc2OC)nc2ccccc21	1
51	O=C(COc1ccc(Br)cc1Br)NC(=S)N1CCCc2ccccc21	5
55	CCN(CCCNC(=O)CCn1c(=O)[nH]c2ccccc2c1=O)c1cccc(C)c1	-1

Remaining list, next part
no.	structure	ARNT TACC3 PPI
61	CCc1ccc(NC(=O)CSc2nc3cc(C(=O)OC)ccc3c(=O)n2CC2CCCO2)cc1 (stereo unspecified)	1
62	CCC(=O)c1ccc(OCC(O)Cn2cnc3ccccc32)cc1 (stereo unspecified)	-4
63	CCc1c(C)nc(SCC(=O)CC(=O)OC(C)C)c(C#N)c1C	-5
64	Cc1ccsc1/C=C/c1ccc2cccc(O)c2n1	11
65	Cn1c(C(=O)NCc2cccs2)cc2oc3ccccc3c21	-6
66	CCN(C(=O)CSc1nc2ccccc2n1CCc1ccccc1)C1CCS(=O)(=O)C1 (stereo unspecified)	6
67	CCOC(=O)C1=C(C)C(c2ccc(OC)cc2OC)NC(=O)N1 (stereo unspecified)	0
68	Cc1cccc(OCC(=O)OCC(=O)c2c(N)n(C)c(=O)n(C)c2=O)c1C	0
69	COc1ccc(C2C(C(=O)N3CCOCC3)c3ccccc3C(=O)N2c2ccc(OC)cc2)cc1 (stereo unspecified)	-1
70	O=C1CN(C(=O)COC(=O)Cc2ccsc2)c2ccccc2N1	-9

More records.
no.	structure	ARNT TACC3 PPI
71	CCCC(=O)N1CCN(c2ccc(NC(=O)c3ccc(Br)o3)cc2)CC1	0
72	COc1ccccc1-c1sc2cc3c(cc2c1-c1ccc(OCCN2CCOCC2)cc1)OCO3	2
73	CC1CC(C)CN(c2ccc(-n3cnnn3)cc2[N+](=O)[O-])C1 (stereo unspecified)	6
74	COc1ccc(NC(=O)COc2nsnc2N2CCCCC2)cc1	27
75	CN1CCN(C2=C(Cl)C(=O)C(c3cnc(N4CCCCC4)s3)=C(Cl)C2=O)CC1	22
76	CCOC(=O)c1ccc(CC(=O)c2ccc(O)cc2O)o1	-9
77	Cc1onc(-c2c(Cl)cccc2Cl)c1C(N)=O	-4
78	O=C(COC(=O)c1cnccn1)c1ccc2ccccc2c1	-4
79	CCC(=O)N1CCc2cc(S(=O)(=O)Nc3ccc4c(c3)OCCO4)ccc21	-4
80	Cc1cc(C)c(S(=O)(=O)N(C2=NCCS2)S(=O)(=O)c2c(C)cc(C)cc2C)c(C)c1	-1

Laid out differently: 6 of the compounds above.
No. | ARNT TACC3 PPI | canonical_smiles
79 | -4 | CCC(=O)N1CCc2cc(S(=O)(=O)Nc3ccc4c(c3)OCCO4)ccc21
73 | 6 | CC1CC(C)CN(c2ccc(-n3cnnn3)cc2[N+](=O)[O-])C1 (stereo unspecified)
76 | -9 | CCOC(=O)c1ccc(CC(=O)c2ccc(O)cc2O)o1
80 | -1 | Cc1cc(C)c(S(=O)(=O)N(C2=NCCS2)S(=O)(=O)c2c(C)cc(C)cc2C)c(C)c1
72 | 2 | COc1ccccc1-c1sc2cc3c(cc2c1-c1ccc(OCCN2CCOCC2)cc1)OCO3
78 | -4 | O=C(COC(=O)c1cnccn1)c1ccc2ccccc2c1

Going on with the list.
no.	structure	ARNT TACC3 PPI
81	Cc1ccccc1NC(=O)c1ccc2c(c1)C(=O)N(CCC(C)C)C2=O	-1
82	CCC(=O)Nc1nc(OC)cc(OC)n1	-1
83	N#Cc1cc2cc3c(cc2nc1SCC(=O)N1CCCC1)OCCO3	-2
84	O=c1cc(O)c2c(=O)n(C3CCCCC3)c3ccccc3c2o1	-31
85	COc1ccc(NC(C)=O)cc1NC(=O)CSc1nnc(-c2ccncc2)n1C	-3
86	c1ccc(CC2CCN(C(c3cccs3)c3nnnn3C3CCCC3)CC2)cc1 (stereo unspecified)	0
87	CN(C)c1ccc(/C=N/NC(=O)CN(c2ccccc2Cl)S(C)(=O)=O)cc1Br	9
88	O=C(Cc1ccccc1)Nc1ccc(CN2CCOCC2)cc1	0
89	CN(CC(=O)NCc1cccc(F)c1)C(=O)c1ccco1	2
90	CCOc1ccc2[nH]c(=O)c(CN(CCO)C(c3nnnn3C3CCCCC3)C(C)C)cc2c1 (stereo unspecified)	2

(continued)
no.	structure	ARNT TACC3 PPI
91	Cc1ccc(C2=NN(C(=S)Nc3ccccc3)C(c3ccco3)C2)cc1 (stereo unspecified)	-1
92	COc1ccc(OC)c(-c2nnc(SCC(=O)N3CCOCC3)o2)c1	-12
93	Cc1c(Cl)cccc1-n1c(SCC(=O)NCc2cccs2)nnc1-c1ccncc1	-3
94	Cc1ccc(/C=C2\CCC3=C2OC(N)=C(C#N)C3c2ccc(C)cc2)cc1 (stereo unspecified)	-4
95	Cc1nc(C)c(C(=O)Nc2ccc(Oc3ccccc3)cc2)o1	0
96	O=C(NC(C(=O)N/N=C/c1c2ccccc2cc2ccccc12)c1n[nH]c(=O)c2ccccc12)c1ccccc1 (stereo unspecified)	-4
97	CCNc1nc(Oc2ccc(C(=O)OC)cc2)nc(N(C)C)n1	-2
98	Cc1ccc(Oc2nc(-c3ccccc3)ncc2S(=O)(=O)c2ccc(C)cc2)cc1	-5
99	COc1ccc(N2CC(C)Cn3c2nc2c3c(=O)[nH]c(=O)n2C)cc1 (stereo unspecified)	-5
100	Brc1ccccc1-c1nnc(COc2cccc3cccnc23)o1	16

Going on with the list.
no.	structure	ARNT TACC3 PPI
101	COc1ccc(C(=O)Nc2cc3c(cc2OC)CCCC3)cc1Br	-16
102	CCOc1cc(N2CCOCC2)c(OCC)cc1NC(=O)COC(=O)CCc1c[nH]c2ccccc12	-4
103	COc1ccc(Cl)cc1N1CCN(CCNC(=O)Nc2ccccc2C)CC1	24
104	CCCc1[nH]nc2c1C(c1ccc(OC(=O)c3ccco3)cc1)C(C#N)=C(N)O2 (stereo unspecified)	3
105	Cc1ccc(C)c(N2CCN(C(=O)C3CCCN(S(=O)(=O)c4c(C)[nH]c(=O)[nH]c4=O)C3)CC2)c1 (stereo unspecified)	7
106	CCc1c(C)nc(SCCOc2ccc(OC(C)C)cc2)[nH]c1=O	-6
107	COc1ccccc1NC(=O)c1nn(-c2ccc(Cl)cc2)ccc1=O	-9
108	Cc1c(NC(=O)C2(c3ccccc3)CCOCC2)c(=O)n(-c2ccccc2)n1C	36
109	Cc1oc2c(CN3CCCC3)c(O)ccc2c(=O)c1Oc1ccccc1Br	2
110	COCCn1c(-c2ccccc2)nc(=S)c2c1CC(C)(C)OC2	-2

Additional entries follow.
no.	structure	ARNT TACC3 PPI
111	Clc1cccc(-c2nnc(-c3ccccc3)o2)c1	0
112	COc1ccc(OCc2nn3c(Cn4cnc5ccccc54)nnc3s2)cc1	4
113	Cc1ccc(NC(=O)CS(=O)CC(=O)N(c2ccc(C)cc2)C(C)C(=O)NC2CCCCC2)cc1 (stereo unspecified)	-6
114	N#Cc1cccc(NC(=O)N2CCC(c3nc4c(nnn4Cc4cccc(Cl)c4)c(=O)[nH]3)CC2)c1	1
115	CCOc1ccccc1-n1c(CNc2ccc(F)cc2)nnc1SCC(=O)NCc1ccco1	-4
116	CCOc1ccc(-c2[nH]ncc2-c2ccc(OC)c(OC)c2)c(O)c1	-18
117	CCOC(=O)c1sc(NC(=O)C(CC)OC(=O)C(CC(C)C)NC(=O)c2ccccc2)nc1C (stereo unspecified)	1
118	CCOC(=O)c1cc2c(=O)n3cccc(C)c3nc2n(Cc2ccco2)c1=NC(=O)c1cccnc1	26
119	O=C(NC1CCCc2ccccc21)C1CCN(S(=O)(=O)N2CCCCCC2)CC1 (stereo unspecified)	0
120	N/C(=N\c1nc2ccccc2o1)NC(=O)c1ccc(F)cc1	19

Following part
no.	structure	ARNT TACC3 PPI
121	CCOC(=O)NC(CC(=O)O)c1ccc(OC)cc1 (stereo unspecified)	-9
122	CCCNC(=O)Cn1cnc2sc(C(=O)N3CCN(CCC)CC3)c(C)c2c1=O	-15
123	CCN(Cc1ccccc1)C(c1cc2ccc(C)cc2[nH]c1=O)c1nnnn1CCOC (stereo unspecified)	2
124	C=CCn1c(SCC(=O)Nc2nc(C)cs2)nnc1C(NC(=O)c1ccccc1)C(C)C (stereo unspecified)	-5
